ASAP1 inh: inhibitors of human ASAP1 ArfGAP activity; Q9ULH1; ASAP1-stimulated ARF1 GTP hydrolysis, GDP FP detection; inhibition, % at 16.5 µM; 360,000 tested, 0.19% active; AID 624377; in the data active means inhibition above about 25%;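 further: 0% = vehicle with enzyme and substrate and 100% = no enzyme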
ADAM17 inh: ADAM17 inhibition, QFRET primary screen | P78536 | recombinant ADAM17, EDANS/DABCYL FRET peptide cleavage | inhibition, % at 6.95 µM | 370,000 tested, 0.83% active | AID 720648;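 active means inhibition above the mean of compounds lying between control limits plus 3 SD, set per campaign, cut at about 8.5% in these data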;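 further: 0% = DMSO-only wells as the low control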
ADAM10 inh: inhibits human ADAM10; recombinant ADAM10, EDANS/DABCYL FRET peptide cleavage, 3 h; 370,000 tested, 0.62% active; O14672; inhibition, % at 7 µM;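 active means inhibition above a per-campaign cutoff equal to the mean of compounds falling between control-based bounds plus 3 SD, cut at about 20% in these data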;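 further: 0% = DMSO wells while the 100% control is not disclosed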
PLC-beta3 inh: inhibitors of human phospholipase C beta3 | Q01970 | inhibition, % at 12.2 µM | 370,000 tested, 0.18% active | Purified PLC-beta3, fluorogenic substrate, fluorescence; in the data active means inhibition above about 11%;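 further: 0% = median of compound wells on plate and 100% = full blocker control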
Target sequence (Q01970 whole entry, looked up): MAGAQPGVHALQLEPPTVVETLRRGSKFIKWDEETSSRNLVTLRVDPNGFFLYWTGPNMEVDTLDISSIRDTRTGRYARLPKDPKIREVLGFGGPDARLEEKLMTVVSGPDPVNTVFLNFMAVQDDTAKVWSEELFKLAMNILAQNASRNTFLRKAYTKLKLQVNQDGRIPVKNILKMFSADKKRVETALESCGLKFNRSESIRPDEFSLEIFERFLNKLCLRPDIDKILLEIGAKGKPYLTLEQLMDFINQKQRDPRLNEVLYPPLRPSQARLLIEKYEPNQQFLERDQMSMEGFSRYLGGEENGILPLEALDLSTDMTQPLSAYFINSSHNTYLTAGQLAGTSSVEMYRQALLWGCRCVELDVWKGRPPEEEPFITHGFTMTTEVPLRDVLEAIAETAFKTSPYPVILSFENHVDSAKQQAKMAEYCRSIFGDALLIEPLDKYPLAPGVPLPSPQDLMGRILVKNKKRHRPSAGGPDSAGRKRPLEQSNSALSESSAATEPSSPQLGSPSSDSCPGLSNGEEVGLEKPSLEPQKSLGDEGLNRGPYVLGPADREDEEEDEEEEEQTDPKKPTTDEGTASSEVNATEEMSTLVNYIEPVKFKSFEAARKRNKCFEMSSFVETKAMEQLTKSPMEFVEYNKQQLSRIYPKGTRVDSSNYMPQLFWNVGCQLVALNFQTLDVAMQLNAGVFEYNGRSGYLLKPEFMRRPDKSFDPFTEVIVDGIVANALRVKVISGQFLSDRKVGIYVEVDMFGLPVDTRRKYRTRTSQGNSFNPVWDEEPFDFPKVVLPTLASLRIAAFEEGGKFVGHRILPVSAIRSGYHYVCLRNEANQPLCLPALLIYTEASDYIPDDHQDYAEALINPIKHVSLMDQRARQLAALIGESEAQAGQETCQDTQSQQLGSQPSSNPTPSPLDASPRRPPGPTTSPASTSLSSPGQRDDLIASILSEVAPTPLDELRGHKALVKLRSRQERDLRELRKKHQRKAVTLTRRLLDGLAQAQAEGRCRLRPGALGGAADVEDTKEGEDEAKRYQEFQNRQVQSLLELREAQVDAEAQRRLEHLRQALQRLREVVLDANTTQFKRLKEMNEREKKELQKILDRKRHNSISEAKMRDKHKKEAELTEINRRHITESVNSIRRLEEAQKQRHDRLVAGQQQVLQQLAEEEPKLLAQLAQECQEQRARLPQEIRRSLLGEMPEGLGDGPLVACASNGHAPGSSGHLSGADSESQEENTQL
Tn7 DDE FP: inhibitors of Tn7 peptide binding to human fibrin DD(E). P02675. FP displacement of FITC-Tn7 peptide from fibrin DD(E); 0% = median of compound wells per plate. inhibition, % at 8.3 µM. 370,000 tested, 0.13% active. AID 720508;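 active means inhibition above the mean of compounds falling within the control limits plus 3 SD of them, cut at about 14% in these data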;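 further: 0% = plate median of compound wells and 100% = 10 µM Aha-Tn7 peptide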
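assay system = human clot-derived fibrin DD(E) complex | quantity = Fibrin-DD(E) at 2 µM final | timing = 10 min preincubation, 3 h with tracer, room temperature | signal = fluorescence polarization | measure = percent inhibition | benchmarks = high control wells with 10 µM unlabelled Aha-Tn7 peptide (full inhibition) | replicates = singlicate testing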
ARFGAP1 inh: inhibits rat ARF GTPase activating protein 1 | inhibition, % at 16.5 µM | Q62848 | AID 651572 | 360,000 tested, 0.26% active | Arfgap1-stimulated ARF1 GTP hydrolysis, GDP FP detection;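 active means inhibition above a per-plate limit, mean inhibition of low control wells plus 3 SD, cut at about 25% in these data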;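 further: 0% = DMSO wells with enzyme and 100% = wells lacking Arfgap1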
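Repeats: one replicate per compound; assay system: rat Arfgap1 catalytic domain, aa 1-136; times: enzyme reaction 120 min at 25 °C after 20 min preincubation; detection: FP of antibody-bound GDP Alexa 633 tracer, ex 620/em 688 nm; benchmarks: high control wells lacking Arfgap1, low control full reaction with DMSO; reagent: human ARF1(Δ1-17)-GTP substrate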
SIAE primary: blocks human sialic acid acetylesterase | Q9HAT2 | SIAE FP-Rh probe binding, fluorescence polarization | inhibition, % at 9.66 µM | 370,000 tested, 0.69% active | AID 1053197;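 active means inhibition above a cutoff: mean of compounds within the control limits plus 3 SD of those, cut at about 17% in these data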;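 further: 0% = plate median of compound wells and 100% = probe without SIAE protein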
DDE Tn6 FP inh: disrupts Tn6 cyclic peptide binding to fibrin D-Dimer-E complex. P02675. Fibrin DD(E) TRITC-Tn6 fluorescence polarization displacement. inhibition, % at 8.3 µM. 370,000 tested, 0.21% active. AID 720509;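 active means inhibition above a per-campaign cutoff: mean of compounds within control limits plus 3 SD, cut at about 15% in these data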;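 further: 0% = median of all compound wells on the plate and 100% = blocking peptide control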
PLC-gamma1 inh: blocks human PLC-gamma1 enzyme activity; P19174; purified PLC-gamma1, fluorogenic substrate, fluorescence; inhibition, % at 12.2 µM; 370,000 tested, 0.84% active; in the data active means inhibition above about 9.5%
TDP2 absorb: TDP2 (human) inhibition, absorbance primary screen. O95551. AID 720702. inhibition, % at 12.8 µM. recombinant TDP2, T5PNP hydrolysis, p-nitrophenol absorbance 415 nm. 370,000 tested, 0.34% active;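 active means inhibition above the mean of all tested compounds plus 3 SD, set per campaign, cut at about 25% in these data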;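 further: 0% = DMSO with enzyme and 100% = buffer with substrate but no TDP2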
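System – recombinant human TDP2 · Amount – 120 nM TDP2 per well · Buffer or medium – Mg2+-containing Tris-HCl buffer, pH 7.5 · Reagent – T5PNP substrate, 5 mM · Dosing – 12.8 µM single point, 1% DMSO · Incubation – 2 h at 37 °C · Measured by – epi absorbance · Read-out basis – percent inhibition · Benchmarks – high control without enzyme, low control DMSO plus TDP2 · Repeats – singlicate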
* marks the source's active call; other numbers are inactive results; i = inactive; nt = not tested or not shown.

ASAP1 inh	ADAM17 inh	ADAM10 inh	molecule	PLC-beta3 inh	Tn7 DDE FP	ARFGAP1 inh	SIAE primary	DDE Tn6 FP inh	PLC-gamma1 inh	TDP2 absorb
-1	-1	1	COc1ccc(C(=O)C(CN2CCOCC2)c2ccccc2)cc1 (configuration not stated)	2	1	-13	0	7	2	9
23	-2	-3	Cc1ccccc1-c1nnc(-c2ccccc2C)o1	2	-1	-5	3	10	1	-3
-12	-6	-18	O=CNC1c2ccccc2CCc2ccccc21	-1	2	-5	4	4	4	3
-14	-5	-3	Cc1ccc(S(=O)(=O)n2nc(-n3c(C)ccc3C)c3c(F)cccc32)c2ccccc12	-6	1	-6	-1	4	0	-2
6	-1	4	CCOC(=O)c1nn(-c2cccc(Cl)c2)c2nc(Nc3ccccc3)cc(=O)n12	-4	2	1	-7	-2	-8	9
-6	i	i	COc1ccccc1-c1coc2c(CN3CCCC(C)C3)c(O)ccc2c1=O (configuration not stated)	i	5	3	-1	1	i	-5
4	-5	-4	COc1ccc(NC(=O)C2Cc3ccccc3CN2C(=O)c2ccco2)cc1 (configuration not stated)	-11	-7	-4	12	6	-5	4
0	-3	6	CC(C)(C)OC(=O)N1CCC(NC(=O)c2ncn(Cc3ccccc3)c2C(=O)NC2CCN(C(=O)OC(C)(C)C)CC2)CC1	2	2	15	-15	0	-1	-4
3	-4	-11	O=C1CCCC2=C1C(c1ccc3c(c1)OCO3)c1c([nH]n(-c3ccccc3)c1=O)N2 (configuration not stated)	-5	-1	14	2	-5	-4	1
2	0	-8	COc1ccc(CCC(=O)NNC(=O)Nc2ccc(C(C)C)cc2)cc1	-3	-7	0	4	0	0	-10
3	-5	-7	COc1ccc(C=C(NC(=O)c2ccccc2)C(=O)O)cc1OC	3	-6	6	10	-6	5	2
4	-1	4	O=C1/C(=C\c2ccc3ccccc3c2)CCCc2ccccc21	1	-3	3	-7	-5	3	-6
nt	-3	-11	O=C(NN=Cc1ccccc1C(F)(F)F)c1cc(-c2ccc(Cl)cc2)n[nH]1	5	1	nt	-10	6	4	-1
-5	-4	-9	COc1cccc(N2CCN(C(=S)Nc3ccccc3)CC2)c1	-6	0	-6	4	0	0	3
1	-2	-7	C=CCOC(=O)C1CC=CCC1C(=O)Oc1ccc(F)cc1F (configuration not stated)	2	-4	4	1	-2	2	-4
3	-3	-11	Cc1ccc(C)c(N2CCN(c3ncnc4c3cnn4-c3ccccc3)CC2)c1	0	4	0	-6	1	3	0
5	3	9	O=C(COC(=O)CC(NC(=O)c1ccccc1Cl)c1ccccc1)Nc1cccc(F)c1 (configuration not stated)	1	11	-7	1	-4	-1	1
-13	1	3	CC1CCN(S(=O)(=O)c2ccccc2[N+](=O)[O-])CC1	4	0	5	8	-6	1	9
-3	-4	-4	O=C(NC(C1CC1)C1CC1)C1CCC(=O)N(CCCN2CCCC2=O)C1 (configuration not stated)	-10	-1	8	3	-3	-1	3
-9	-4	-8	Cc1ccc(C(CC(=O)O)NC(=O)CCNC(=O)c2ccco2)cc1 (configuration not stated)	-7	3	6	8	6	3	10
-3	-1	-11	CC(=O)c1ccc(OCCNS(=O)(=O)c2ccc(-n3cnnn3)cc2)cc1	-1	-4	-2	-5	-1	2	-1
-3	3	-3	O=C(O)C1CCC(CNCc2ccncc2)CC1 (configuration not stated)	0	4	-9	-3	1	2	10
-8	-5	-2	CC(Sc1nc(-c2ccccc2)cc(C(F)(F)F)n1)C(=O)O (configuration not stated)	1	6	-3	1	-3	0	-1
-5	0	2	Nc1c(C(=O)N2CCOCC2)sc(=S)n1-c1ccccc1	7	1	1	2	4	2	-2
-4	-8	-8	CCOC(=O)CNC(=O)N1CCc2ccc(NC(=O)c3ccccc3OC)cc2C1	-10	4	5	-11	-8	0	-9

Next structures.
ASAP1 inh	ADAM17 inh	ADAM10 inh	molecule	PLC-beta3 inh	Tn7 DDE FP	ARFGAP1 inh	SIAE primary	DDE Tn6 FP inh	PLC-gamma1 inh	TDP2 absorb
-3	-2	-4	O=C(O)c1ccc(OCCCCCCOC2CCCCO2)cc1 (configuration not stated)	-5	4	-3	4	-2	3	3
-4	-5	-3	CSc1nc(O)c(Nc2ccccc2)c(=O)[nH]1	0	-4	3	7	6	0	7
3	0	2	O=C(Cn1cnc2c(cnn2-c2ccc(Cl)cc2)c1=O)N1CCN(c2ccccc2)CC1	-5	2	6	-1	7	0	8
-1	-12	-31	Cc1c(C(=O)NNC(=O)c2ccccc2O)oc2ccccc12	-12	2	-1	21*	1	-7	-2
-3	3	10	O=C(COC(=O)[C@H](Cc1ccccc1)NC(=O)c1ccco1)Nc1ccccc1	2	-2	1	-9	-2	3	-26
9	1	3	CN1CCN(/C=N/c2sc3c(c2C#N)CCCCC3)CC1	6	-4	2	-1	-4	5	-6
-6	-2	-9	NS(=O)(=O)c1ccc(NC(=O)COc2ncnc3c2cnn3-c2ccccc2)cc1	-5	-5	3	-10	-2	-1	2
2	0	-1	COc1ccc(S(=O)(=O)N2CCOCC2)cc1NC(=O)Cc1sc(C)nc1-c1ccc(F)cc1	-3	-1	1	-2	1	1	2
-5	-1	1	CCc1ccc(OCC(=O)N(Cc2cccs2)C2CCS(=O)(=O)C2)cc1 (configuration not stated)	2	2	-11	2	3	4	1
-4	-3	-6	O=C(O)COc1ccc(/C=C/c2nc3ccc([N+](=O)[O-])cc3s2)cc1	-153	3	1	1	-3	-87	-9
18	1	5	COc1ccc(/C=N\NC(=O)c2cc(O)c(O)c(O)c2)cc1COc1ccc(C(=O)OCC(C)C)cc1	-7	-11	2	17	-26	6	-17
-7	i	i	COc1ccccc1-c1c(C#N)c(N)nc2c1CCc1ccccc1-2	i	-2	2	9	-2	i	-6
16	0	-6	COc1ccc(-c2nnc(SCC(=O)NC3CCCCC3)o2)cc1OC	3	-1	1	-3	4	1	2
7	-5	-18	CN(C)c1cccc(C(=O)OCC(=O)Nc2ccccc2-c2ccccc2)c1	-46	2	-11	1	-3	-40	2
-2	-2	7	Cc1ccc(NC(=O)CN(C)CC(=O)Nc2ccccc2Oc2ccccc2)cc1	-9	4	-6	-4	0	0	18
2	-2	-2	COc1ccc(NC(=O)CC2CCCCC2)cc1OC	-2	4	7	-2	9	-2	1
17	-3	0	Oc1ccc(Br)cc1/C=N/n1cnc2ccccc21	-47	2	8	6	6	-32	13
8	1	5	O=C(O)C1C2CCC(O2)C1C(=O)NCc1ccc(Cl)cc1 (configuration not stated)	3	2	-1	13	-1	3	18
9	-3	-10	CO/N=C/CC(=O)Nc1ccc(F)cc1F	0	7	1	-7	-3	4	-4
-8	-2	-2	CCOCCCNC(=O)c1ccc(Br)cc1	5	-2	-4	6	-2	0	-2
-7	-2	-12	COc1cc(OC)c(NC(=O)NNC(=O)C(=O)NC2CC2)cc1Cl	5	-1	-7	6	-1	4	-1
12	-3	-2	S=c1[nH]nc(C2CCCCC2)n1/N=C/c1ccccc1	-8	-4	-10	0	3	-3	4
-3	-5	-14	Cc1c(N2C(=O)c3cccc4cccc(c34)C2=O)cnn1C	-7	2	0	8	7	2	14
-8	-2	4	Cc1cc(C)c(S(=O)(=O)n2c([N+](=O)[O-])cnc2C)c(C)c1	0	-8	-7	-1	2	3	-2
5	-3	-12	CCN1CCN(S(=O)(=O)c2ccc(Cl)c(C(=O)N(C)Cc3ccc(F)cc3)c2)CC1	-6	5	-4	-2	2	-1	-10

Following part:
ASAP1 inh	ADAM17 inh	ADAM10 inh	molecule	PLC-beta3 inh	Tn7 DDE FP	ARFGAP1 inh	SIAE primary	DDE Tn6 FP inh	PLC-gamma1 inh	TDP2 absorb
-9	-6	-8	COCCN(C(=O)COC(=O)C(C)(C)Oc1ccc(Cl)cc1)c1c(N)n(Cc2ccccc2)c(=O)[nH]c1=O	-7	1	1	8	4	0	10
15	-41	-120	CCOc1ccc2[nH]c(=O)c(CN(CCN3CCCC3)C(=S)Nc3ccccc3OCC)cc2c1	-22	-1	3	1	-11	-14	5
3	-4	-6	CN(C)CCCNC(=O)c1cccc(-c2ccc3nccn3c2)c1	0	7	7	16	1	0	8
6	-1	7	COc1ccc(-c2nc(N)n(C(=O)c3ccc(C)cc3)n2)cc1	3	5	8	-7	10	0	10
-4	-7	-7	Cc1ccc(NC(=O)Nn2cnnc2)c(C)c1	-3	-3	-4	3	6	0	-5
17	6	11	O=S(=O)(Nc1ccc(-n2cccc2)cc1)c1ccccc1	1	6	1	11	1	1	10

Ordered by the number under SIAE primary (high to low): some entries from above.
SMILES	SIAE primary
COCCN(C(=O)COC(=O)C(C)(C)Oc1ccc(Cl)cc1)c1c(N)n(Cc2ccccc2)c(=O)[nH]c1=O	8
CCOc1ccc2[nH]c(=O)c(CN(CCN3CCCC3)C(=S)Nc3ccccc3OCC)cc2c1	1
COc1ccc(-c2nc(N)n(C(=O)c3ccc(C)cc3)n2)cc1	-7

Source: PubChem BioAssay
